# SENP8 block-1 – blocks human SENP8 cleavage of Nedd8 substrate; Q96LD8; recombinant SENP8, Nedd8 substrate fluorescence; inhibition, % at 20 µM; actives 0.64% (n = 360,000); AID 602440; in the data active = inhibition mostly above about 40%, no sharp cut-off; inactive = mostly below about 27%
# Target sequence (Q96LD8 whole entry, looked up): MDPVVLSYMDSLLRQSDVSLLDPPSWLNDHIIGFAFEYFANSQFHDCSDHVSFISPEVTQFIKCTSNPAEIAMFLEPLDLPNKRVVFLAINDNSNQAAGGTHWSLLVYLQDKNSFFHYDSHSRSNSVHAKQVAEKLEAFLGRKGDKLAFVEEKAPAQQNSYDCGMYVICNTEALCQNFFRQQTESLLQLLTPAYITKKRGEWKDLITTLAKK
# HKDC1 inh – blocks human hexokinase HKDC1 activity | Q2TB90 | recombinant HKDC1, G6PDH/diaphorase resazurin coupled fluorescence | inhibition, % at 20 µM | actives 0.16% (n = 340,000) | AID 493160;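 active = inhibition above about 35% when tested at 20 µM, limit read from the data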;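 note: plate controls were DMSO wells with enzyme for no effect and DMSO wells lacking enzyme for full effect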
#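 Material – in-house recombinant HK5 (HKDC1) enzyme · Quantity – HKDC1 at 5 µg/mL · Buffer or medium – pH 8.0 Tris buffer with 10 mM MgCl2 · Reagent – glucose with 1 mM ATP · Dosing – single 20 µM dose · Times – reaction time 90 min, room temperature, protected from light · Technique – resorufin fluorescence at 613 nm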
# NALP3 yeast inh – NALP3 inhibition in yeast | Yeast reconstituted NLRP3/ASC/caspase-1, beta-gal luminescence, 24 h | AID 2825 | inhibition, % at 10 µM | actives 0.39% (n = 330,000);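 active = inhibition of 50% or more; inactive = inhibition below 50%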;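 note: plate controls were induced DMSO wells for no effect and uninduced yeast grown without galactose for full effect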
# SENP1 inh – blocks the human SENP1 SUMO protease catalytic domain; Q9P0U3; actives 0.21% (n = 360,000); inhibition, % at 10 µM; recombinant SENP1 catalytic domain, CyPet-SUMO1-YPet FRET cleavage;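 active = inhibition at least 30% at 10 µM, raw YFP signal under a set limit, fluorescence ratio 0.5 to 1.5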;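 note: 0% = enzyme with DMSO and 100% = no enzyme wells; some results filed as inactive read as strong as hits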
# Target sequence (Q9P0U3 419-644 limits assumed): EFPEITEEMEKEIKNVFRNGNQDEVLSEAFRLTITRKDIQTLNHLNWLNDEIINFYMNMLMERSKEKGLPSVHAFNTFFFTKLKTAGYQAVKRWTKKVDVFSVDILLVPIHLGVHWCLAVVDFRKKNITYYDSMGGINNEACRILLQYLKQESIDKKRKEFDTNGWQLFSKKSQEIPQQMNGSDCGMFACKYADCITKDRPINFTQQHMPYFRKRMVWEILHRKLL
#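 Material – human SENP1 catalytic domain · Input – SENP1 enzyme, 20 pM final · Compound dosing – single concentration of 10 µM compound, 0.5% DMSO final · Timing – enzyme reaction for 50 min at room temperature, dark · Measured by – FRET fluorescence in CFP and YFP emission channels · Control set – no-enzyme wells low, DMSO-plus-enzyme wells high control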
# Apaf1 inhib – blocks human Apaf-1 apoptosome activity | O14727 | reconstituted apoptosome caspase-3 activity, DEVD-Rh110 fluorescence | inhibition, % at 20 µM | actives 0.71% (n = 330,000); active = inhibition of at least 40% at 20 µM;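 note: plate controls were DMSO wells for no effect and DEVD-CHO caspase inhibitor wells for full effect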
#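 Material: cell-free apoptosome with Apaf-1, procaspase-3 and caspase-9; Buffer or medium: Hepes pH 7.5 with detergent and BSA; Reagent: cytochrome c trigger plus (Z-DEVD)2-Rh110 caspase-3 substrate; Times: compound with Apaf-1, dATP, procaspase-3 30 min, then 50 min reaction, room temperature; Technique: Rh110 fluorescence intensity.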
# SENP7 block – SENP7 protease inhibition. Q9BQF6. recombinant SENP7, Z-RLRGG-aminoluciferin luminescence, 40 min. inhibition, % at 5 µM. actives 1.5% (n = 330,000). AID 434973;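 active = inhibition above about 50% at the single test dose, limit read from the data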;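 note: plate controls were DMSO with enzyme for no effect and no enzyme buffer wells for full effect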
# SENP8 block-2 – blocks the human protease SENP8; Q96LD8; purified SENP8, Z-RLRGG-aminoluciferin cleavage, luminescence; inhibition, % at 10 µM; actives 1.2% (n = 330,000); AID 2540; in the data active = inhibition above about 50%
# PfGluPho inh – PfG6PD (Plasmodium falciparum) enzyme inhibition; AID 504690; PfGluPho enzyme, NADPH resazurin-diaphorase fluorescence; inhibition, % at 20 µM; actives 0.78% (n = 350,000);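 active = inhibition reaching at least a set limit at 20 µM in the primary screen, cut at about 59% in these data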;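 note: 0% = DMSO wells with substrate and 100% = DMSO wells lacking glucose-6-phosphate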
# SENP6 block – blocks the human protease SENP6. Recombinant SENP6 catalytic domain, aminoluciferin luminescence. inhibition, % at 10 µM. actives 1.8% (n = 330,000). Q9GZR1;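 active = inhibition above about 50% at the single tested dose, limit read from the data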;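 note: plate controls were DMSO wells with enzyme for no effect and DMSO wells lacking enzyme for full effect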
# Target sequence (Q9GZR1 628-1112 limits assumed): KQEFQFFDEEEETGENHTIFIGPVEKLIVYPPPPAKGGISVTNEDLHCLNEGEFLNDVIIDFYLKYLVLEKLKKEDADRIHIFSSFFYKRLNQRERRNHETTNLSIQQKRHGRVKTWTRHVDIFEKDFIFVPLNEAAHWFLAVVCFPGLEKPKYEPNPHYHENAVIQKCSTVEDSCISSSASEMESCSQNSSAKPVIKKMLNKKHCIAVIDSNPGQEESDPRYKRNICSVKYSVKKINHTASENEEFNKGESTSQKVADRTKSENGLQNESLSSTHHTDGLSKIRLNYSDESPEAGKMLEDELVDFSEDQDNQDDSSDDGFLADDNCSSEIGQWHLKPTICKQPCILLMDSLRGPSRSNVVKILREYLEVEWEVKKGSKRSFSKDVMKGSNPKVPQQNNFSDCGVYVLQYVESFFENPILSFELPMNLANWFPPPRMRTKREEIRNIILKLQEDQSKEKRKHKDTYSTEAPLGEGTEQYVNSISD
# Starred values were filed as active, the others as inactive; i = inactive; / = not tested or not shown. Compounds as they come; overall some 4.1% were active at least once.
# Start of the data: the first 4 entries, to show the layout:
SMILES,SENP8 block-1,HKDC1 inh,NALP3 yeast inh,SENP1 inh,Apaf1 inhib,SENP7 block,SENP8 block-2,PfGluPho inh,SENP6 block
COc1cc(/C=C/C(=O)O)cc(S(=O)(=O)Nc2ccc3nc(SC)sc3c2)c1OC,1.5,-0.8,5.2,1.2,0.6,9.4,-2.4,12.1,14.8
CC(=O)c1cc(C#N)c(N2CCN(c3ccccc3)CC2)nc1C,0.7,-1.2,28.5,1.1,13.9,-4.8,-9.0,-0.3,-13.4
Cc1ccc(S(=O)(=O)CC(=O)Nc2nc(-c3ccccc3)cs2)cc1,21.8,-2.5,26.1,3.0,14.2,3.4,-2.8,10.8,1.5
C=CCNC(=O)/C(=C/c1cccc([N+](=O)[O-])c1)NC(=O)c1ccco1,30.5,-4.6,-11.3,-1.3,-4.0,-1.1,1.0,22.7,2.0

# This part in full, from the first entry:
SMILES,SENP8 block-1,HKDC1 inh,NALP3 yeast inh,SENP1 inh,Apaf1 inhib,SENP7 block,SENP8 block-2,PfGluPho inh,SENP6 block
COc1cc(/C=C/C(=O)O)cc(S(=O)(=O)Nc2ccc3nc(SC)sc3c2)c1OC,1.5,-0.8,5.2,1.2,0.6,9.4,-2.4,12.1,14.8
CC(=O)c1cc(C#N)c(N2CCN(c3ccccc3)CC2)nc1C,0.7,-1.2,28.5,1.1,13.9,-4.8,-9.0,-0.3,-13.4
Cc1ccc(S(=O)(=O)CC(=O)Nc2nc(-c3ccccc3)cs2)cc1,21.8,-2.5,26.1,3.0,14.2,3.4,-2.8,10.8,1.5
C=CCNC(=O)/C(=C/c1cccc([N+](=O)[O-])c1)NC(=O)c1ccco1,30.5,-4.6,-11.3,-1.3,-4.0,-1.1,1.0,22.7,2.0
COc1ccc(N2CCN(S(=O)(=O)c3ccc(Cl)s3)CC2)cc1,14.0,-2.4,48.6,2.0,-2.0,5.0,10.4,1.8,6.2
CCOC(=O)Cn1nnc(-c2ccc(OCC(C)C)cc2)n1,5.7,12.1,11.9,4.4,11.0,3.2,4.1,4.8,-7.2
CC(=O)Nc1ccc(NC(=O)COC(=O)c2ccc(Cl)nc2)cc1,6.9,-0.8,18.4,-2.1,-4.7,-0.7,-9.1,-16.8,0.1
O=C(OCC(=O)c1ccc(Br)s1)c1ccc(O)cc1,3.7,0.8,6.4,3.9,-2.5,-0.9,28.2,-14.3,30.9
COCCCNC(=O)Cn1cnc2sc(C)c(S(=O)(=O)N3CC(C)CC(C)C3)c2c1=O (stereo unspecified),3.3,-3.3,1.7,-0.2,-7.8,1.9,2.2,-1.7,-10.5
O=C(/C=C/c1ccccc1)NC(=S)NNS(=O)(=O)c1ccccc1,12.3,-25.3,-2.0,0.6,9.1,-6.3,-6.5,-12.6,-8.7
CCOC(=O)C1CCN(c2nc(C)cc(C)c2C#N)CC1,-413.4,-2.5,-14.4,1.8,-0.5,0.4,-10.7,-7.4,5.6
CCOc1ccc(C(=O)NCC(=O)OCc2c(C)noc2C)cc1OCC,19.1,2.4,6.6,0.6,-6.6,7.2,-3.1,-19.2,2.5
Cc1noc(C)c1S(=O)(=O)N1CCCN(C(=O)/C=C/c2ccccc2F)CC1,7.2,-0.5,18.6,1.1,-10.2,6.3,3.6,4.0,1.0
Cc1onc(-c2ccc3c(c2)OCO3)c1-c1ccc2[nH]ccc2c1,-22.2,0.4,17.3,-5.2,12.2,-7.6,-4.7,-3.2,-11.3
CCCCC(=O)Oc1ccccc1C1SCc2cc(C)c(C)cc2CS1,16.5,-4.4,7.7,-0.5,1.8,-1.4,-0.6,-9.9,-11.8
COc1ccc(C=NCCCN2CCOCC2)cc1,0.8,-2.1,0.3,-6.3,5.2,-9.8,-9.5,1.5,-27.3
CCn1ncc(Cl)c1C(=O)Nc1cc(Cl)ccc1Cl,16.0,13.5,-4.2,1.1,1.8,1.3,3.2,-10.3,1.2
COc1ccc(CCN2CC(C(=O)N(C)Cc3c(C)n[nH]c3C)CCC2=O)cc1 (stereo unspecified),3.4,-0.7,0.2,0.8,-3.6,-1.2,5.5,-14.0,-1.5
O=S(=O)(c1ccc(N2CCN(CCO)CC2)nc1)N1CCOCC1,2.4,-8.6,9.1,0.1,1.0,-8.0,-4.1,-7.4,-22.5
O=C(NCC1CCCO1)c1cccc(N2CCCC2=O)c1 (stereo unspecified),16.7,0.2,9.9,-0.2,10.6,-11.8,-8.7,-19.1,-19.7
O=C(c1cccc(S(=O)(=O)NCc2ccccc2)c1)N1CCCCC1,4.2,-6.1,11.4,0.4,-17.1,-2.2,-4.9,6.0,-16.0
O=C(CCNS(=O)(=O)c1ccccc1C(F)(F)F)N1CCN(c2ccccc2O)CC1,16.0,8.7,36.1,1.0,-7.7,-7.3,-4.9,11.3,-1.3
Fc1ccc(-c2ccc3c(c2)C2CC3CCN2)cc1 (stereo unspecified),10.7,-8.1,/,1.2,/,/,/,8.5,/
CCOC(=O)[C@@H]1[C@H]2COc3ccc(Br)cc3[C@H]2N2C(=O)N(c3ccc(C)cc3)C(=O)[C@]12C,9.1,0.2,8.5,2.1,-20.2,1.6,0.1,11.4,-6.3
N#Cc1ccc(CSc2nnc(-c3ccccn3)n2-c2ccc(Cl)cc2)cc1,20.1,3.0,3.4,0.4,21.5,-6.8,-7.4,-11.8,-5.3
O=C1NC(c2ccco2)Nc2ccccc21 (stereo unspecified),i,3.1,20.0,0.7,-6.2,6.1,-5.5,11.9,-10.5
Cc1ccccc1NC(=O)CSc1nnc(NC(=O)c2ccco2)s1,-29.4,-7.6,25.7,0.9,-65.8,12.6,-6.9,-39.4,4.8
COc1ccc(C(CCN2CCOCC2)c2c(OC)cc(OC)c3c(C)cc(=O)oc23)cc1 (stereo unspecified),i,-5.6,-6.7,0.9,10.7,-14.7,-15.1,-4.4,-23.6
O=C(O)c1cc2ccc3cccc4ccc(c1)c2c34,-292.8,4.6,17.0,-0.2,-2.2,9.0,0.6,6.2,24.2
Cc1c(N2C(=O)C3C4C=CC(C4)C3C2=O)c(=O)n(-c2ccccc2)n1C (stereo unspecified),10.5,-5.0,3.4,0.2,-25.7,-0.6,-2.0,-8.2,-19.9
OC(c1ccccc1)(c1ccccc1)C1CCN(C(=S)NCCc2ccccc2)CC1,8.2,10.9,32.5,3.0,10.6,-0.4,5.6,7.0,-8.1
CCOC(=O)N1CCC(NC(=O)CS(=O)(=O)Cc2nc(-c3ccccc3C)oc2C)CC1,15.6,0.2,11.8,-2.2,4.9,-4.6,0.5,-3.2,-3.8
CCCCC(=O)C1CCN(Cc2ccccc2)CC1,10.6,4.2,31.1,-40.0,-2.3,-6.5,-0.9,-5.9,5.1
Cc1cc(N2CCN(c3nc(-c4ccc([N+](=O)[O-])cc4)cs3)CC2)c2ccccc2n1,9.8,0.1,7.9,45.3*,-3.8,-0.3,9.9,2.9,1.7
N#C/C(=C/c1cc(Br)cs1)C(=O)NCC1CCCO1 (stereo unspecified),24.7,-3.7,15.1,2.0,0.4,9.2,-10.6,-8.4,-7.8
CCn1c(NCc2cc(Cl)ccc2O)nc2ccccc21,19.4,0.7,2.1,-0.1,-6.6,-0.2,-1.5,18.8,-14.2
CCOC(=O)c1c(C)[nH]c(C)c1C(=O)COC(=O)CNC(=O)c1ccc(OCC)cc1,4.0,-2.0,-4.4,-2.2,14.9,-2.0,5.6,1.7,-16.6
COc1ccc2c(=O)c(Oc3ccc(C(=O)O)cc3)c(C(F)(F)F)oc2c1,14.1,-11.9,11.3,1.3,1.5,7.8,-5.0,-13.5,-2.5
CCOC(=O)C1(Cc2ccccc2C(F)(F)F)CCN(Cc2ccc(COC)o2)CC1,-0.2,-4.6,14.4,0.3,9.2,-0.8,1.6,11.1,-8.1
Cc1ccc(-c2csc(C3=C(O)CN(NC(=O)c4ccco4)C3=N)n2)cc1,23.0,3.6,-7.1,-2.9,-2.8,-5.6,-6.3,-31.0,-11.6
O=S(=O)(NC1CCN(Cc2ccccc2)CC1)c1ccc(Cl)cc1,4.1,-4.7,19.3,2.3,-2.2,8.9,-10.9,-5.5,-16.8
CC1CCc2nc(/C(C#N)=C/c3ccncc3)sc2C1 (stereo unspecified),-362.3,-5.9,15.1,-68.2,9.3,3.7,0.1,29.4,-7.8
O=C(Cc1ccccc1)Nc1c(Cl)ccc2nsnc12,-28.8,-1.9,16.9,-0.3,-27.7,4.0,0.0,-12.6,-21.2
O=c1c(-c2n[nH]c(=S)n2-c2ccccc2)cccn1Cc1cccc(Cl)c1,-242.3,-5.7,20.9,0.7,10.1,-7.5,-3.2,35.0,-12.2
CCC[N+](CC#Cc1ccccc1)(CCC)CC(=O)OC,9.3,-5.0,-4.7,-0.2,-15.2,-6.8,-4.6,-2.1,-11.0
CCN(CC)C(=O)CSc1ncnc2c1nnn2-c1ccc(OC)cc1,-24.7,9.3,6.8,1.3,2.3,26.1,17.5,-11.5,36.8
CC(C)=CCN1CCN(Cc2cc(C(C)C)n[nH]2)CC1CCO (stereo unspecified),12.3,-5.8,11.6,-0.8,-16.7,1.6,4.2,-3.2,-0.4
COc1cc(/C=C/C(=O)O)cc(S(=O)(=O)Nc2ccc(S(=O)(=O)N3CCCCC3)cc2)c1OC,-7.6,-2.5,21.0,-0.3,10.2,-3.5,2.0,40.6,0.4
CCOc1ccc(Br)cc1S(=O)(=O)Nc1cccc(S(=O)(=O)N(C)c2ccccc2)c1,-2.0,-4.4,4.0,0.0,9.9,1.7,-4.1,-2.2,-1.3
O=C(Cn1ccc(C(F)(F)F)n1)N=Nc1c(O)[nH]c2ccc(Br)cc12,40.0,-1.6,16.0,3.5,-15.4,-1.4,5.2,10.5,-11.7
# Going on with the list:
SMILES,SENP8 block-1,HKDC1 inh,NALP3 yeast inh,SENP1 inh,Apaf1 inhib,SENP7 block,SENP8 block-2,PfGluPho inh,SENP6 block
COc1ccc(-c2[nH]ncc2CN(C)Cc2cccnc2)c(F)c1,12.1,-9.6,-11.0,0.1,-1.5,2.8,-3.5,18.9,4.6
CCN(CC)S(=O)(=O)c1cc(NC(=O)C2Cc3ccccc3C(=O)O2)ccc1C (stereo unspecified),24.3,0.2,6.4,-0.3,-8.7,-0.1,0.6,-15.5,8.8
CCO[C@@H]1OC(C(=O)O)=C[C@H](c2ccc(Br)cc2)[C@H]1CCCO,17.7,-6.6,10.1,4.1,6.9,9.7,-7.5,1.0,-11.1
Cc1ccccc1Cn1cnc2ccccc2c1=O,5.8,-9.0,13.3,1.3,-0.3,5.1,1.5,-5.0,-4.4
O=C(N/N=C\c1ccc(Br)cc1)c1ccc(Cn2cccn2)o1,2.3,-1.0,7.8,-0.1,7.0,-0.1,-11.0,9.8,-3.2
C/C(=N/NC(=O)CNC(=O)COc1cccc(C)c1)c1ccc(Cl)cc1,14.9,-2.0,12.1,0.5,5.1,-5.7,-0.3,-15.9,16.6
COc1cccc2sc3ccc(C#Cc4ccc(N)cc4)cc3c(=O)c12,-23.8,0.7,-26.6,-12.8,0.2,14.1,-9.7,23.0,-2.3
O=CN1CCCN(Cc2nc(Cc3ccccc3F)no2)CC1,13.0,13.2,23.0,1.5,-4.4,8.7,9.1,10.8,13.9
